MK inhibit: S. pneumoniae MK inhibitors, primary screen, biochemical, PK/LDH-coupled NADH absorbance; purified MK, PK/LDH-coupled NADH absorbance 340 nm; inhibition, % at 10 µM; 65,000 compounds, 0.48% hits; AID 555, 2006;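 active = ranked among the strongest by inhibition in the single 10 µM screen, a fixed top-ranked set picked for dose follow-up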; also: no value below 0 was filed
LYP inhibition: LYP phosphatase inhibitors, primary screen, biochemical, DiFMUP fluorescence, recombinant catalytic domain, 10 µM (AID 606). recombinant LYP catalytic domain, DiFMUP fluorescence; higher % means a stronger effect. one-dose inhibition, % at 10 µM; IC50 in µM for titrated hits. 52,000 tested, under 10 active. Tyrosine-protein phosphatase non-receptor type 22 (Homo sapiens);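 active = IC50 under 40 µM in the dose-response test; inactive = IC50 of 40 µM or more, or never dose-tested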
DPM-DC inhibit: S. pneumoniae DPM-DC inhibitors, primary screen, biochemical, PK/LDH-coupled NADH fluorescence; diphosphomevalonate decarboxylase (Streptococcus pneumoniae D39); purified DPM-DC; calls only at 10 µM; 65,000 compounds, 0.49% hits; AID 556, 2006;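 active = the 320 compounds with the highest percent inhibition in the single-dose primary screen, excluding strongly autofluorescent ones, cut at about 32% in these data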;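 also: kinetic rate of NADH fluorescence loss reporting ADP formed by the decarboxylase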
HT1080 cytotoxicity: cytotoxicity in HT1080 fibrosarcoma cells, cell-based, fluorescence readout (AID 620) | HT1080 viability, fluorescence; higher % means a stronger effect | cytotoxicity, % at 10 µM, or EC50 in µM where a hit was titrated | 87,000 compounds, 0.42% hits;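 also: cells exposed to compound overnight then 4 h with Alamar Blue; 0% = vehicle DMSO and 100% = killing control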
Bfl-1 inhibitors: Bfl-1 inhibitors, primary screen, biochemical, fluorescence polarization, FITC-Bid, mouse (AID 432). Bcl-2-related protein A1 (Mus musculus). FITC-Bid BH3 peptide fluorescence polarization displacement; higher % means a stronger effect. displacement, % at 20 µM, or IC50 in µM where a hit was titrated. 64,000 compounds, 0.02% hits; in the data active = a potency from the dose series; inactive = the rest, 99 in 100 with displacement below about 15%; also: strong numbers were not always called active
Alkaline phosphatase: human TNAP enzyme inhibitors, biochemical, luminescent (AID 518). Alkaline phosphatase, tissue-nonspecific isozyme (Homo sapiens). purified TNAP enzyme, luminescent substrate readout; higher % means a stronger effect. one-dose inhibition, % at 20 µM; IC50 in µM for titrated hits. 64,000 compounds, 0.09% hits; in the data active = a potency from the dose series; inactive = the rest, 99 in 100 with inhibition below about 22%;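 also: plate controls were vehicle for no effect and reference inhibitor for full effect; many of its hits are not listed in these tables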
KRASV12 cytotoxicity: cytotoxicity in KRAS-transformed pancreatic duct cells, primary screen, cell-based, fluorescence, HTS (AID 431); HPDE-C7K KRASV12 cells, Alamar Blue viability, 48 h; higher % means a stronger effect; one-dose cytotoxicity, % at 10 µM; EC50 in µM for titrated hits; 63,000 compounds, 1.7% hits;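 active = compounds whose percent cytotoxicity in the single-dose primary screen, scaled between solvent and toxic-drug controls, exceeds 50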;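 also: 0% = DMSO solvent wells and 100% = doxorubicin-treated wells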
Spn PMK inh: S. pneumoniae PMK inhibitors, primary screen, biochemical, mevalonate pathway, pilot trial included; phosphomevalonate kinase (Streptococcus pneumoniae D39); purified PMK, PK/LDH-coupled NADH absorbance 340 nm; inhibition, % at 10 µM; 65,000 compounds, 0.49% hits; AID 539, 2006;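 active = top-ranked compounds by inhibition in the single 10 µM screen, taking a fixed number of the strongest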;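 also: 0% = full reaction with DMSO carrier and 100% = background rate without enzyme reaction; no value below 0 was filed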
HPDE-C7 viability: cytotoxicity in HPDE-C7 cells, cell-based, fluorescence, HTS (AID 430); HPDE-C7 pancreatic duct cells viability, fluorescence; higher % means a stronger effect; cytotoxicity, % at 10 µM, or EC50 in µM where a hit was titrated; 63,000 compounds, 1.8% hits;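 also: cells exposed to compound for 48 hours before viability readout; 0% = vehicle and 100% = reference cytotoxic drug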
Spn PMK inh pilot replicates: also measured in Spn PMK inh; calls as there; inhibition, %; measured here: pilot screen replicates
MK inhibit pilot replicates: further read-out of MK inhibit, marked with its call; inhibition, %; measured here: pilot screen replicates
DPM-DC inhibit pilot screen %: second read-out of DPM-DC inhibit, no call of its own (marks repeat the call); inhibition, %; measured here: pilot screen trials
Active calls of the source: *; i = inactive; / = not tested or not shown. Rule as the data show it, unless noted: active = cytotoxicity above about 50%; inactive = the rest. Hits appear at their usual frequency. Share with any hit: about 3.4%.

SMILES	MK inhibit	LYP inhibition	DPM-DC inhibit	HT1080 cytotoxicity	Bfl-1 inhibitors	Alkaline phosphatase	KRASV12 cytotoxicity	Spn PMK inh	HPDE-C7 viability	others
O=C(OCC#CCSc1nc2ccccc2s1)c1ccco1	8.0	9.1%	i	7.1%	-1.6%	15.2%	0.4%	4.0	-5.2%	Spn PMK inh pilot replicates=1.5;MK inhibit pilot replicates=0.0;DPM-DC inhibit pilot screen %=0.0
Cn1c(=O)c2c(nc(NCc3ccccc3)n2CC(=O)NCc2ccccc2)n(C)c1=O	16.0	18.7%	i	-5.9%	/	/	/	5.0	/
CC(Nc1n[nH]c(=S)[nH]c1=O)C(=O)OCc1ccccc1 (stereo unspecified)	0.0	10.9%	i	17.9%	-9.7%	-3.3%	4.7%	6.0	0.8%
CC(C)Oc1ccc(/C(O)=C2/C(=O)C(=O)N(CCN3CCOCC3)C2c2ccccc2)cc1 (stereo unspecified)	5.0	13.0%	i	-10.1%	-3.3%	16.1%	7.8%	0.0	11.0%
CCn1nc(NC(=O)c2cccnc2)c2cc3cccc(C)c3nc21	1.0	4.0%	i	6.3%	-6.2%	7.5%	-14.1%	1.0	1.3%
Cc1occc1C(=O)n1nnc2ccccc21	8.0	-4.6%	i	-2.6%	1.2%	23.2%	0.2%	0.0	-4.6%
Cn1c(SCC(=O)c2cc3ccccc3o2)nnc1-c1ccccc1	5.0	4.0%	i	-0.1%	-0.4%	18.3%	-2.2%	1.0	2.2%	Spn PMK inh pilot replicates=6.5;MK inhibit pilot replicates=1.5;DPM-DC inhibit pilot screen %=6.5
COc1cccc(OCc2nc3ncc(Br)cc3[nH]2)c1	5.0	8.3%	i	7.8%	-1.1%	3.7%	64.8%*	0.0	61.9%*
CSc1ncc(Cl)c(C(=O)C(C#N)c2nc3c(C)cc(C)cc3c(=O)[nH]2)n1 (stereo unspecified)	2.0	13.7%	i	-6.5%	-6.7%	11.2%	35.4%	21.0	30.9%
O=C(c1cccnc1)N1CCN(C(=O)c2cccs2)CC1	8.0	12.1%	i	-4.4%	3.1%	4.7%	-22.9%	17.0	-10.5%
Cc1ccc(-c2nc(CS(=O)CC(=O)NCc3ccc(Cl)cc3)c(C)o2)cc1 (stereo unspecified)	10.0	/	i	1.5%	-8.9%	7.8%	9.3%	11.0	11.0%
COC(=O)c1c(N)n(-c2cc(OC)cc(OC)c2)c2nc3ccccc3nc12	2.0	3.4%	/	-0.4%	-8.6%	16.0%	14.8%	9.0	11.2%	Spn PMK inh pilot replicates=5.5;MK inhibit pilot replicates=0.0
COC(=O)c1ccc(Oc2nc(N3CCCCC3)nc(N3CCOCC3)n2)cc1	4.0	-0.6%	i	-4.0%	-6.9%	2.2%	0.1%	4.0	5.2%
O=C1C2CCCN2C(c2ccccc2F)N1c1ccc(F)cc1 (stereo unspecified)	0.0	12.2%	i	-2.6%	-8.8%	6.3%	/	19.0	/
O=C(O)CN1CCNCC1	7.0	0.4%	i	0.3%	-3.9%	8.6%	0.8%	9.0	-15.9%
CCOC(=O)c1ccccc1NC(=O)c1cc2sccc2n1C	5.0	/	i	-6.9%	-0.3%	12.3%	-17.0%	9.0	-12.3%	Spn PMK inh pilot replicates=0.5;MK inhibit pilot replicates=0.0;DPM-DC inhibit pilot screen %=1.5
COc1cccc(NC(=O)N(CCCN2CCOCC2)C(C)c2cc3cccc(OC)c3o2)c1 (stereo unspecified)	0.0	/	i	-9.0%	-3.0%	11.1%	11.6%	9.0	16.2%	Spn PMK inh pilot replicates=2.5;MK inhibit pilot replicates=0.0;DPM-DC inhibit pilot screen %=0.0
COC(=O)c1[nH]c(C)c(/C(O)=C2\C(=O)C(=O)N(CCCN3CCOCC3)C2c2ccccn2)c1C (stereo unspecified)	10.0	9.6%	i	-3.2%	-3.4%	15.0%	7.3%	10.0	-3.3%	Spn PMK inh pilot replicates=4.0;MK inhibit pilot replicates=4.0;DPM-DC inhibit pilot screen %=7.0
COc1ccc(CNC(=O)C2COc3ccccc3O2)cc1 (stereo unspecified)	10.0	3.3%	i	-6.2%	0.1%	11.1%	-1.6%	6.0	2.2%
O=C(Cc1ccc(-n2cccc2)cc1)N1CCc2ccccc21	4.0	5.5%	i	-0.4%	-7.0%	6.3%	-8.2%	9.0	-4.1%
COc1nc(C)nc2c1sc(=S)n2C	4.0	-1.8%	i	-6.4%	-5.4%	8.1%	-8.3%	2.0	1.4%
COc1cccc(C(=O)OCC(=O)Nc2ccccc2N2CCOCC2)c1	0.0	4.9%	i	-3.6%	-4.3%	1.5%	0.9%	15.0	5.2%
O=C(NCc1ccccc1)c1ccc(-c2ccccc2F)o1	4.0	0.1%	i	-5.9%	-9.2%	22.2%	-0.7%	11.0	-5.2%
COC(=O)c1ccc(CSc2ncn[nH]2)o1	13.0	-1.0%	i	-3.2%	3.1%	8.4%	/	18.0	/
N#CCSc1nnc(-c2ccccc2)c(-c2ccccc2)n1	0.0	12.9%	i	14.1%	-2.3%	9.5%	5.8%	0.0	-5.8%

Sorted by formula weight (smallest number first): part of the list above.
SMILES	MK inhibit	LYP inhibition	DPM-DC inhibit	HT1080 cytotoxicity	Bfl-1 inhibitors	Alkaline phosphatase	KRASV12 cytotoxicity	Spn PMK inh	HPDE-C7 viability	others
N#CCSc1nnc(-c2ccccc2)c(-c2ccccc2)n1	0.0	12.9%	i	14.1%	-2.3%	9.5%	5.8%	0.0	-5.8%
O=C(OCC#CCSc1nc2ccccc2s1)c1ccco1	8.0	9.1%	i	7.1%	-1.6%	15.2%	0.4%	4.0	-5.2%	Spn PMK inh pilot replicates=1.5;MK inhibit pilot replicates=0.0;DPM-DC inhibit pilot screen %=0.0
Cn1c(SCC(=O)c2cc3ccccc3o2)nnc1-c1ccccc1	5.0	4.0%	i	-0.1%	-0.4%	18.3%	-2.2%	1.0	2.2%	Spn PMK inh pilot replicates=6.5;MK inhibit pilot replicates=1.5;DPM-DC inhibit pilot screen %=6.5
COc1cccc(C(=O)OCC(=O)Nc2ccccc2N2CCOCC2)c1	0.0	4.9%	i	-3.6%	-4.3%	1.5%	0.9%	15.0	5.2%
Cn1c(=O)c2c(nc(NCc3ccccc3)n2CC(=O)NCc2ccccc2)n(C)c1=O	16.0	18.7%	i	-5.9%	/	/	/	5.0	/

Next part
SMILES	MK inhibit	LYP inhibition	DPM-DC inhibit	HT1080 cytotoxicity	Bfl-1 inhibitors	Alkaline phosphatase	KRASV12 cytotoxicity	Spn PMK inh	HPDE-C7 viability	others
CC(O)CCC(=O)NCCNC(=O)CCC(C)O (stereo unspecified)	0.0	11.0%	i	2.8%	4.5%	3.3%	-24.3%	0.0	-16.4%
CCCCn1c(CN2C(=O)c3ccccc3C2=O)nc2ccccc2c1=O	10.0	5.5%	i	-8.1%	-0.8%	6.3%	17.9%	9.0	6.6%
COC(=O)c1c(NC(=O)Cc2cccs2)sc2c1CCCC2	10.0	/	i	-21.3%	-0.7%	7.8%	24.8%	19.0	14.0%
CCN(CC)C(=O)N1CCN(S(=O)(=O)c2ccc(C)c(C)c2)CC1	5.0	-2.6%	i	-2.1%	1.1%	8.5%	9.0%	0.0	-0.1%
O=C1CCN(Cc2nnnn2CC2CCCO2)c2ccccc2N1 (stereo unspecified)	4.0	/	i	-0.8%	-1.4%	8.8%	-13.4%	10.0	-11.9%
FC(F)(F)c1cc(-c2ccco2)nc(N2CCOCC2)n1	6.0	12.9%	i	-1.2%	1.9%	17.3%	16.8%	0.0	6.6%	Spn PMK inh pilot replicates=2.0;MK inhibit pilot replicates=0.0;DPM-DC inhibit pilot screen %=3.0
Cc1cccc(NC(=O)C2CCCN(S(=O)(=O)c3cccc4cccnc34)C2)c1 (stereo unspecified)	6.0	4.6%	i	0.9%	-7.5%	6.9%	-6.4%	3.0	-12.3%
CC1(C)CC(N2CCC(=O)N(C3CC(C)(C)NC(C)(C)C3)C2)CC(C)(C)N1	6.0	7.6%	i	-1.0%	5.1%	15.0%	-16.2%	0.0	0.8%
CCCOc1cc(C)c(S(=O)(=O)N2CCN(C)CC2)cc1C	9.0	-32.4%	i	9.2%	2.9%	7.5%	13.9%	5.0	1.3%	Spn PMK inh pilot replicates=0.0;MK inhibit pilot replicates=0.0;DPM-DC inhibit pilot screen %=0.0
CC(C)CCNc1ncnc2c1nnn2Cc1ccccc1Cl	4.0	17.1%	i	-1.6%	4.7%	11.8%	-8.2%	10.0	-10.8%
O=C(CC1Nc2ccccc2NC1=O)c1ccccc1 (stereo unspecified)	8.0	-1.1%	i	6.7%	-14.5%	6.6%	8.3%	0.0	0.4%
CCCc1nc(N)c(C#N)c(N)c1C#N	6.0	9.0%	i	3.0%	3.3%	16.7%	4.1%	13.0	-0.9%
N#CC1=C(SCC(=O)NCc2ccccc2)NC(=O)CC1c1ccco1 (stereo unspecified)	11.0	7.3%	i	-7.6%	/	/	/	0.0	/
CCn1c(SCC(=O)n2c(C)c(C)c3ccccc32)nnc1-c1ccco1	0.0	/	i	-1.0%	-1.3%	14.5%	-8.2%	4.0	-8.1%
O=C(Cn1cnc2ccccc2c1=O)OCC(=O)c1ccc2c(c1)OCCO2	0.0	/	i	-7.6%	4.2%	9.9%	-12.8%	4.0	3.0%
CNC(=O)Nc1cccc(C(F)(F)F)c1	0.0	4.2%	i	1.2%	1.1%	19.7%	15.2%	2.0	-1.8%	Spn PMK inh pilot replicates=5.0;MK inhibit pilot replicates=0.0;DPM-DC inhibit pilot screen %=0.0
COc1cccc(C(=O)NCc2n[nH]c(=S)n2-c2cccc(C)c2)c1	22.0	7.8%	i	-6.9%	4.2%	12.2%	-3.3%	20.0	-12.4%
O=C(Cc1c(O)c2ccccc2[nH]c1=O)NCc1ccc(F)cc1	11.0	/	i	-4.7%	1.1%	11.5%	13.5%	9.0	9.9%	Spn PMK inh pilot replicates=0.0;MK inhibit pilot replicates=2.0;DPM-DC inhibit pilot screen %=4.0
COc1cccc(C(c2sc3nc(C)nn3c2O)N2CCC3(CC2)OCCO3)c1 (stereo unspecified)	4.0	-15.8%	i	5.4%	-7.4%	1.8%	0.7%	18.0	-19.9%
CCOC(=O)c1ccc(N=CC2=C(O)CC(c3ccco3)CC2=O)cc1 (stereo unspecified)	3.0	/	i	-1.5%	-0.8%	18.9%	21.0%	0.0	18.2%
Cc1ccc(Cn2c(CN(C)Cc3ccccc3)nc3c2c(=O)n(C)c(=O)n3C)cc1	4.0	22.1%	i	6.8%	-2.8%	10.6%	1.8%	7.0	6.0%
Oc1ccc(CN2CCN(Cc3ccccc3)CC2)c2cccnc12	0.0	-14.5%	i	6.6%	-0.3%	-16.8%	6.1%	14.0	6.2%
c1ccc(Cn2c(NCc3ccco3)nc3ccccc32)cc1	10.0	/	i	14.2%	2.5%	11.3%	13.5%	2.0	8.3%
